Bcl-xL primary: blocks human Bcl-xL binding to Bim BH3 peptide; GST-Bcl-xL / FITC-Bim BH3 peptide fluorescence polarization; inhibition, % at 10.9 µM; actives 0.7% (n = 320,000); AID 2129;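 active means inhibition above the mean of all tested compounds plus 3 SD, cutoff set per campaign, cut at about 30% in these data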;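 further: 0% = DMSO wells and 100% = unlabeled Bim-BH3 peptide competitor; inhibitors lower millipolarization by displacing the labeled peptide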
PME-1 inh: blocks human protein phosphatase methylesterase 1; inhibition, % at 5.9 µM; actives 0.53% (n = 320,000); recombinant PME-1, FP-Rh probe fluorescence polarization;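 active means inhibition above the campaign mean of all compounds plus 3 SD, cut at about 26% in these data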;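 further: competitive labeling of PME-1 active site by serine hydrolase directed probe; 0% = PME-1 with DMSO and 100% = wells lacking PME-1 enzyme; inhibitors block probe labeling so polarization falls and inhibition rises; many of its hits are not listed in these tables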
GLD-1 TGE inh: GLD-1-TGE RNA interaction inhibition (C. elegans); Q17339; purified GLD-1 + fluorescein TGE RNA, fluorescence polarization; inhibition, % at 5.96 µM; actives 0.44% (n = 320,000); AID 2280;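 active means percent inhibition above a per-plate cutoff, the plate mean of test compounds plus 3 SD, cut at about 30% in these data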;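 further: 0% = DMSO wells with GLD-1 and probe and 100% = wells lacking GLD-1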
Target sequence (Q17339 whole entry, looked up): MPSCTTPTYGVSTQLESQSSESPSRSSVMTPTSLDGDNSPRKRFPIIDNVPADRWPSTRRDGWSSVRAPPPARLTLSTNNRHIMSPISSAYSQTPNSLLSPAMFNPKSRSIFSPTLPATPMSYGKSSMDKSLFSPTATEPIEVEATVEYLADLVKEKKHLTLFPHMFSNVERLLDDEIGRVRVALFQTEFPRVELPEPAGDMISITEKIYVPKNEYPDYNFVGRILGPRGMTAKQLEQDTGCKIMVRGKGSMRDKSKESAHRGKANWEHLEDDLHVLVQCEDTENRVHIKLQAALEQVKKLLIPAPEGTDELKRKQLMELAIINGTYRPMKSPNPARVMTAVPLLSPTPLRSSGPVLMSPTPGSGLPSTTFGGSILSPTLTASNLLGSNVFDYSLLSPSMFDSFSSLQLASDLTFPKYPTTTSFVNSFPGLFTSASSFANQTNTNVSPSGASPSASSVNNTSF
Efflux pump mplx: antifungal efflux pump inhibition, Nile Red retention. S. cerevisiae Candida pump triplex. inhibition, % at 10 µM. actives 0.44% (n = 330,000). AID 485275;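 active means plate passing quality check with inhibition over a set limit, or well fluorescence over plate mean plus 4 SD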;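 further: Nile Red retained in pooled yeast measured as flow cytometry median fluorescence; 0% = buffer negative control and 100% = Enniatin B positive control; higher means more Nile Red kept so more efflux inhibition; some compounds called inactive have numbers as strong as hits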
VLA-4 inh: inhibition in a human VLA-4 binding assay. P13612. VLA-4 expressing cells, ligand binding flow cytometry. inhibition, % (about 7 µM as worked out from the volumes in the protocol). actives 0.2% (n = 330,000); in the data active means inhibition above about 50%
MEX-5 binding: C. elegans MEX-5 TCR-2 RNA binding activity | MEX-5/FITC-TCR2 RNA binding, fluorescence polarization; hits give low values | actives 0.38% (n = 300,000) | Q9XUB2 | activity score (negative = inhibition of binding), % at 10 µM | AID 1832;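 active means inhibition past about -25% in most replicates, and total fluorescence under double the plate's negative control median, limit read from the data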;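 further: 0% = DMSO and -100% = 5 µM competing unlabeled TCR2 RNA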
Target sequence (Q9XUB2 whole entry, looked up): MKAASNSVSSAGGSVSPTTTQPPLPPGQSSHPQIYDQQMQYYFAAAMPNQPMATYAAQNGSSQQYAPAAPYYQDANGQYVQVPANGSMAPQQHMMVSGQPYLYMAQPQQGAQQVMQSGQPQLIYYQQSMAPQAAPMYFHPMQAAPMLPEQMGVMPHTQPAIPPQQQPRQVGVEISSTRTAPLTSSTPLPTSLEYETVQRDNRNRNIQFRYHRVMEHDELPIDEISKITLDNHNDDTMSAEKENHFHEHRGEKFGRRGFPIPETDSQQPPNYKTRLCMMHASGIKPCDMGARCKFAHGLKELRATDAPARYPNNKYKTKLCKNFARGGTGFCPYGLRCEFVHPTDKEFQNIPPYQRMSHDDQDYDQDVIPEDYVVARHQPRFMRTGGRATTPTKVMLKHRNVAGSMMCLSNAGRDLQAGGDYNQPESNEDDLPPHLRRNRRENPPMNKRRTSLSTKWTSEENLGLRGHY
Fam108B counter: counter-screen for RBBP9 inhibitors: inhibitors of mouse Fam108B | recombinant Fam108B, FP-Rh probe fluorescence polarization | inhibition, % at 9.51 µM | actives 0.33% (n = 300,000) | AID 1947;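 active means inhibition above the screen mean inhibition plus 3 SD, computed separately per campaign, cut at about 18% in these data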;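 further: inhibitors lower polarization as less probe binds the enzyme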
GRK2 inh: blocks RNA aptamer binding to human GRK2; P25098; bead flow cytometry, FAM-aptamer displacement from GRK2; inhibition of aptamer binding, % at 10 µM; actives 0.59% (n = 330,000);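 active means inhibition of aptamer binding above 40%, roughly 3 SD of noise, on plates passing a quality check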;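 further: median bead fluorescence of bound FAM aptamer so fluorescent compounds give negative values; no value below 0 was filed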
MCL1 BIM primary: inhibitors of human MCL1 binding to BIM-BH3 peptide; GST-MCL1 / FITC-Bim-BH3 fluorescence polarization; inhibition, % at 10.9 µM; actives 0.68% (n = 320,000);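 active means inhibition above the mean inhibition of all tested compounds plus 3 SD, set per campaign, cut at about 40% in these data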;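 further: 0% = DMSO wells and 100% = unlabeled Bim-BH3 peptide control; higher means more loss of mP so more displacement of Bim peptide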
The depositor's hits bear a star; · = no result given. These rows are one share of the data, so the mix of outcomes need not match the whole.

nr	Compound	Bcl-xL primary	PME-1 inh	GLD-1 TGE inh	Efflux pump mplx	VLA-4 inh
1	COc1ccc(C2=Nn3c(nnc3-c3ccccc3Cl)SC2)cc1OCC1CC1	·	·	-2	-0.1	-2
2	CC1(C)CC(=O)C(Sc2nnc(-c3ccc(NS(C)(=O)=O)cc3)n2Cc2ccco2)C(=O)C1	-2	-4	2	0.1	-19
3	Nc1nc(F)nc2c1ncn2[C@@H]1O[C@H](CO)[C@@H](O)[C@@H]1O	6	3	0	0.0	19
4	CCOCCCNC(=O)CN1C(=O)c2ccccc2Sc2ncccc21	5	-3	-5	0.0	3
5	CCOC(=O)c1sc2ncc([N+](=O)[O-])cc2c1N	4	8	1	-0.1	1
6	Fc1cc(F)cc(NC(=S)Nc2ccccc2N2CCOCC2)c1	6	-3	8	-0.5	-12
7	CC1(C)[C@H]2CC=C(CN3CCC(N4CCC(C(=O)N5CCCC5)CC4)CC3)[C@@H]1C2	3	-4	2	0.2	-11
8	CC(OC(=O)c1cc2sccc2n1C)C(=O)NCCc1ccccc1 (stereo not given)	2	4	10	0.9	8

nr	MEX-5 binding	Fam108B counter	GRK2 inh	MCL1 BIM primary
1	·	·	2	·
2	·	-1	1	-5
3	0.7	-9	1	-3
4	-0.2	-1	1	3
5	-0.8	-1	2	4
6	-2.1	5	4	10
7	5.7	2	0	-1
8	1.2	1	1	-3

Looked up by structure from the entries so far, 4 records:
nr	Compound	Bcl-xL primary	PME-1 inh	GLD-1 TGE inh	Efflux pump mplx	VLA-4 inh
7	CC1(C)[C@H]2CC=C(CN3CCC(N4CCC(C(=O)N5CCCC5)CC4)CC3)[C@@H]1C2	3	-4	2	0.2	-11
8	CC(OC(=O)c1cc2sccc2n1C)C(=O)NCCc1ccccc1 (stereo not given)	2	4	10	0.9	8
3	Nc1nc(F)nc2c1ncn2[C@@H]1O[C@H](CO)[C@@H](O)[C@@H]1O	6	3	0	0.0	19
5	CCOC(=O)c1sc2ncc([N+](=O)[O-])cc2c1N	4	8	1	-0.1	1

nr	MEX-5 binding	Fam108B counter	GRK2 inh	MCL1 BIM primary
7	5.7	2	0	-1
8	1.2	1	1	-3
3	0.7	-9	1	-3
5	-0.8	-1	2	4

Going on with the list:
nr	Compound	Bcl-xL primary	PME-1 inh	GLD-1 TGE inh	Efflux pump mplx	VLA-4 inh
9	COc1ccccc1N1CCN(C(=O)c2ccc3c(=O)n(Cc4ccc5c(c4)OCO5)c(=O)[nH]c3c2)CC1	12	-3	-3	-0.1	-11
10	O=C(O)c1ccc(S(=O)(=O)Nc2ccc(F)c(Cl)c2)cc1	6	-2	-2	-0.2	6
11	CN(C)CCCN(C(=O)c1ccc(S(=O)(=O)N2CCOCC2)cc1)c1nc2cc3c(cc2s1)OCO3	-3	2	3	0.0	5
12	Cc1ccc(C)c(NC(=O)c2cc([N+](=O)[O-])cc([N+](=O)[O-])c2)c1	-1	4	4	0.0	-1
13	COc1ccc(OC)c(S(=O)(=O)N2CCc3ccccc3C2)c1	5	-7	7	0.0	-23
14	COc1ccc(NC(=O)N2CCN(S(=O)(=O)c3ccc(F)cc3)CC2)c(OC)c1	·	·	·	-0.1	19
15	O=C(CSc1ncn[nH]1)N(C1CCCCC1)C1CCCCC1	0	3	2	-0.1	4
16	C/C(=N/OC(=O)c1ccc(Cl)cc1Cl)c1oc(C)nc1C	6	-7	-1	0.0	-7

nr	MEX-5 binding	Fam108B counter	GRK2 inh	MCL1 BIM primary
9	-2.3	0	0	6
10	-0.4	7	0	3
11	0.1	3	0	-5
12	-0.2	5	0	1
13	1.5	-1	0	11
14	-1.5	·	4	·
15	0.8	1	0	1
16	-1.2	1	0	4

The listing continues.
nr	Compound	Bcl-xL primary	PME-1 inh	GLD-1 TGE inh	Efflux pump mplx	VLA-4 inh
17	CCCCn1c(NCc2ccccc2O)nc2ccccc21	2	6	-5	0.0	11
18	CCOc1ccc(C(=O)CN2CCN(S(=O)(=O)c3ccc(F)cc3)CC2)cc1	4	-2	-4	-0.1	5
19	CC(C)(C)NC(=O)CSc1nc2ccccc2c(=O)[nH]1	3	-6	0	0.2	14
20	COc1ccc(CCNC2=NCCS2)cc1	5	4	5	0.0	-6
21	COc1ccccc1-c1sc2cc3c(cc2c1-c1ccc(OCCN2CCCCC2)cc1)OCO3	·	·	-3	3.2	33
22	CC(C)c1ccc(S(=O)(=O)N2CCN(C(=O)c3ccco3)CC2)cc1	-3	2	1	0.0	5
23	O=C(CSc1nncc2ccccc12)Nc1ccc(F)cc1	4	2	7	0.0	5
24	CCOC(=O)c1oc2ccccc2c1NC(=O)CN1CCOCC1	1	2	0	-0.3	9

nr	MEX-5 binding	Fam108B counter	GRK2 inh	MCL1 BIM primary
17	0.1	2	0	-2
18	2.1	2	0	3
19	-2.7	0	0	-2
20	0.7	-1	0	1
21	·	·	0	·
22	1.3	-3	2	-1
23	0.3	-2	5	6
24	-1.2	-1	1	14

The results go on:
nr	Compound	Bcl-xL primary	PME-1 inh	GLD-1 TGE inh	Efflux pump mplx	VLA-4 inh
25	COC(=O)CCC(=O)OC1(C)C(=O)C=C2C=C(C3CC3)N(C(CO)CO)C=C2C1=O (stereo not given)	10	-3	9	0.0	-9
26	Cc1ccc(NC(=O)CC2C(=O)NCCN2C(=S)Nc2ccccc2)c(C)c1 (stereo not given)	2	1	2	-0.1	-5
27	CN(CC(=O)Nc1ccc(N2CCOCC2)cc1)CC(=O)Nc1ccccc1C#N	5	-2	4	-0.1	3
28	COc1cc(/C(C)=N/N2CCN(c3ccccc3OC)CC2)ccc1O	5	-1	0	0.0	4
29	CCOC(=O)c1sc(NC(=O)c2ccoc2C)c(C(N)=O)c1C	7	-1	5	-0.3	-3
30	Cc1ccc(C(=O)NNC(=O)c2ccccc2-n2cccc2)cc1	8	-3	-4	0.1	-5
31	COc1ccc2c(c1)[nH]c1c(=O)n(CCCN3CCOCC3)cnc12	4	-3	0	0.0	15
32	O=C(c1ccccc1)c1ccc(COC(=O)c2cnccn2)cc1	-3	2	-5	0.1	17

nr	MEX-5 binding	Fam108B counter	GRK2 inh	MCL1 BIM primary
25	1.8	2	0	9
26	-0.8	2	7	7
27	-3.0	-3	0	-5
28	1.0	-2	0	-9
29	0.7	4	3	7
30	-0.5	-4	2	-2
31	-2.5	-1	2	3
32	3.7	7	2	2

The list goes on.
nr	Compound	Bcl-xL primary	PME-1 inh	GLD-1 TGE inh	Efflux pump mplx	VLA-4 inh
33	Cc1ccc(NC(=O)c2cc(N3C(=O)C4CC=CCC4C3=O)ccc2N2CCOCC2)cc1Cl (stereo not given)	0	-3	0	-0.2	8
34	O=C(N[C@@H](Cc1c[nH]c2ccccc12)C(=O)O)c1ccc(Cl)cc1	6	-9	2	0.1	14
35	O=C(CSc1nnc2ccc(-c3ccc(F)cc3)nn12)N1CCOCC1	-1	-2	6	0.0	-1
36	Cc1ccccc1S(=O)(=O)Cc1ccc(C(=O)N2CCN(c3cccc(C)c3C)CC2)o1	4	5	1	-0.3	-6
37	O=C(NCCCNC(=O)c1ccccc1)c1ccccc1	3	3	3	-0.1	4
38	COc1ccc(C)cc1NC(=O)CN1C(=O)CSc2ccc(S(=O)(=O)N3CCCC3)cc21	1	0	-1	0.1	5
39	CCOC(=O)C(=O)Nc1ccc(F)cc1	3	0	2	0.1	3
40	CCCNC(=O)CCn1nc(-c2ccc(C)cc2)c2ccccc2c1=O	34*	0	1	0.0	13

nr	MEX-5 binding	Fam108B counter	GRK2 inh	MCL1 BIM primary
33	-0.9	0	0	2
34	0.8	-2	0	5
35	1.5	2	0	3
36	3.0	2	7	12
37	-0.3	3	5	-1
38	0.3	2	0	3
39	0.3	1	0	-1
40	1.3	10	2	0

More records
nr	Compound	Bcl-xL primary	PME-1 inh	GLD-1 TGE inh	Efflux pump mplx	VLA-4 inh
41	O=C(COc1ccc(F)cc1)NCC1CCCO1 (stereo not given)	-2	-1	-9	0.1	10
42	O=C(c1cc2ccccc2oc1=O)N1CCCC1	0	-8	4	0.1	4
43	C/C=C\C(=O)Nc1cccc(C2=NOC3(C2)C[C@@H](C(N)=O)N(C(=O)COc2ccc(Cl)cc2)C3)c1 (stereo not given in full)	5	-2	4	0.1	-11
44	COc1cccc2c1OCC(C(=O)Nc1nccs1)=C2	-1	-8	-3	-0.1	-13
45	CSc1ccc(CN2CCN(C(=O)CC(C)C)CC2)cc1	6	1	4	0.0	18
46	CC(=O)Oc1ccc(OC(C)=O)c2c1CC(C)=C(C)C2	2	-3	2	-0.1	1
47	CCCCCOC(=O)CCN1C(=O)/C(=C2\SC(=S)N(CCC(=O)OCCCCC)C2=O)SC1=S	8	-8	2	0.0	20
48	COc1ccc(-c2nc(NCCCN(C)C)c3ccccc3n2)cc1	-3	-8	9	-0.1	3

nr	MEX-5 binding	Fam108B counter	GRK2 inh	MCL1 BIM primary
41	0.8	-2	1	-2
42	-4.1	-3	0	2
43	1.6	-3	0	-1
44	0.2	4	1	2
45	1.5	3	0	2
46	2.0	-1	0	-1
47	-2.6	-4	12	8
48	2.1	-8	0	-5

(listing goes on)
nr	Compound	Bcl-xL primary	PME-1 inh	GLD-1 TGE inh	Efflux pump mplx	VLA-4 inh
49	Cc1cc2ncn(-c3ncccc3[N+](=O)[O-])c2cc1C	85*	7	80*	0.0	3
50	CCN(CC)S(=O)(=O)c1ccc(C)c(C)c1	3	4	3	-0.1	5
51	COc1cccc(C2=NOC(C(=O)NCc3ccco3)C2)c1 (stereo not given)	5	2	6	0.4	-4
52	O=C(c1ccccc1)c1cc([N+](=O)[O-])ccc1N1CCCC1	1	13	1	0.3	8
53	CCOC(=O)c1[nH]c2ccc(OC)cc2c1NC(=O)N1CCOCC1	8	-1	1	0.1	15
54	COc1ccccc1Nc1nc(NCC(C)C)nc(N)c1[N+](=O)[O-]	5	-4	-1	-0.2	-5
55	COC(=O)c1cc(=O)nc2sccn12	1	1	6	-0.1	-7

nr	MEX-5 binding	Fam108B counter	GRK2 inh	MCL1 BIM primary
49	-8.8	-2	0	102*
50	-0.9	3	2	6
51	0.1	3	0	9
52	-0.8	6	100*	-4
53	-2.1	2	0	4
54	-0.7	-4	1	2
55	-1.9	1	2	3
